Screening results as filed in PubChem.
Bfl-1 displacement: displacement of Bid BH3 peptide from Bfl-1 – biochemical, fluorescence polarization, FITC-Bid, mouse, primary screen (AID 432) | displacement, % at 20 µM, or IC50 in µM where a hit was titrated | 64,000 compounds, 0.02% hits | FITC-Bid BH3 peptide fluorescence polarization displacement; higher % means a stronger effect; in the data active means a potency from the dose series; inactive means the rest, 99 in 100 with displacement below about 15%; further: strong numbers were not always called active
HPDE-C7 viability: cytotoxicity in HPDE-C7 cells, cell-based, fluorescence, HTS (AID 430); HPDE-C7 pancreatic duct cells viability, fluorescence; higher % means a stronger effect; cytotoxicity, % at 10 µM; hits with a dose series show EC50 in µM; 63,000 compounds, 1.8% hits;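 further: cells exposed to compound for 48 hours before viability readout; 0% = vehicle and 100% = reference cytotoxic drug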
LYP phosphatase: LYP phosphatase inhibitors, primary screen, biochemical, DiFMUP fluorescence, recombinant catalytic domain, 10 µM (AID 606); recombinant LYP catalytic domain, DiFMUP fluorescence; higher % means a stronger effect; inhibition, % at 10 µM; hits with a dose series show IC50 in µM; 52,000 tested, under 10 active;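 active means IC50 under 40 µM in the dose-response test; inactive means IC50 of 40 µM or more, or never dose-tested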
MK inhibit: blocks S. pneumoniae mevalonate kinase; purified MK, PK/LDH-coupled NADH absorbance 340 nm; inhibition, % at 10 µM; 65,000 compounds, 0.48% hits; AID 555;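 active means ranked among the strongest by inhibition in the single 10 µM screen, a fixed top-ranked set picked for dose follow-up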; further: no value below 0 was filed
HT1080 viability: HT1080 cell viability loss – fluorescence readout (AID 620); HT1080 viability, fluorescence; higher % means a stronger effect; cytotoxicity, % at 10 µM, or EC50 in µM where a hit was titrated; 87,000 compounds, 0.42% hits;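 further: cells exposed to compound overnight then 4 h with Alamar Blue; 0% = vehicle DMSO and 100% = killing control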
PMK inhibit: inhibitors of Streptococcus pneumoniae phosphomevalonate kinase | 65,000 compounds, 0.49% hits | purified PMK, PK/LDH-coupled NADH absorbance 340 nm | inhibition, % at 10 µM | AID 539;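 active means top-ranked compounds by inhibition in the single 10 µM screen, taking a fixed number of the strongest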;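 further: 0% = full reaction with DMSO carrier and 100% = background rate without enzyme reaction; no value below 0 was filed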
Alkaline phosphatase: inhibition of tissue-nonspecific alkaline phosphatase – biochemical, luminescent (AID 518). purified TNAP enzyme, luminescent substrate readout; higher % means a stronger effect. 64,000 compounds, 0.09% hits. one-dose inhibition, % at 20 µM; IC50 in µM for titrated hits; in the data active means a potency from the dose series; inactive means the rest, 99 in 100 with inhibition below about 22%;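 further: plate controls were vehicle for no effect and reference inhibitor for full effect; many of its hits are not listed in these tables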
DPM-DC inhibit: blocks S. pneumoniae diphosphomevalonate decarboxylase; calls only at 10 µM; purified DPM-DC, PK/LDH coupled NADH fluorescence; 65,000 compounds, 0.49% hits; AID 556;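 active means the 320 compounds with the highest percent inhibition in the single-dose primary screen, excluding strongly autofluorescent ones, cut at about 32% in these data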;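 further: kinetic rate of NADH fluorescence loss reporting ADP formed by the decarboxylase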
HPDE-C7K KRASV12: viability loss of HPDE-C7K cells – cell-based, fluorescence, HTS, primary screen (AID 431); 63,000 compounds, 1.7% hits; HPDE-C7K KRASV12 cells, Alamar Blue viability, 48 h; higher % means a stronger effect; cytotoxicity, % at 10 µM; hits with a dose series show EC50 in µM;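 active means compounds whose percent cytotoxicity in the single-dose primary screen, scaled between solvent and toxic-drug controls, exceeds 50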;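 further: 0% = DMSO solvent wells and 100% = doxorubicin-treated wells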
PMK inhibit pilot replicates: second read-out of PMK inhibit, no call of its own (marks repeat the call); inhibition, %; measured here: pilot screen replicates
MK inhibit pilot replicates: further read-out of MK inhibit, marked with its call; inhibition, %; measured here: pilot screen replicates
DPM-DC inhibit pilot screen %: further read-out of DPM-DC inhibit, marked with its call; inhibition, %; measured here: pilot screen trials
An asterisk follows results filed as active; i = inactive; / = not tested or not shown. Unless noted, no stated cut-off is given here; in the data, active means cytotoxicity above about 50%; inactive means the rest.

SMILES	Bfl-1 displacement	HPDE-C7 viability	LYP phosphatase	MK inhibit	HT1080 viability	PMK inhibit	Alkaline phosphatase	DPM-DC inhibit	HPDE-C7K KRASV12	others
CCN(CC)C(=O)N1CCC(NC(=O)c2ccccc2)CC1	-8%	-8%	7%	6	2%	13	8%	i	-1%
Cc1cc(C)cc(N(CC(=O)NCc2ccco2)S(=O)(=O)c2c(C)noc2C)c1	-3%	-8%	-9%	8	-2%	14	12%	i	1%
CCn1c(SCC(=O)c2cc(OC)ccc2OC)nnc1-c1ccncc1	2%	6%	9%	9	6%	3	10%	i	11%
COc1ccc(N2CCN(S(=O)(=O)/C=C/c3ccccc3)CC2)cc1	-1%	-7%	/	8	0%	8	1%	i	-12%
C=CCn1c(C#N)c(N)sc1=N	-6%	3%	/	8	2%	12	6%	i	-9%
CCC(=O)Nc1sc2c(c1C#N)CC(C)(C)NC2(C)C	0%	-4%	-1%	6	16%	0	8%	i	-10%
COc1ccc(-n2c(SC3CCOC3=O)nc3ccccc32)cc1 (stereo not given)	-1%	-4%	-3%	4	3%	10	8%	i	-2%
Cc1ccc(-n2ncc3c(N4CCCC4)ncnc32)c(C)c1	-2%	-2%	0%	2	-5%	2	8%	i	1%
COc1ccc(-c2nnc(SCCC(=O)O)n2-c2ccccc2)cc1	-2%	-17%	-5%	8	-3%	6	15%	i	-21%	PMK inhibit pilot replicates=0.0;MK inhibit pilot replicates=0.0;DPM-DC inhibit pilot screen %=0.0
CCC(c1nnnn1CCOC)N1CCN(C(=O)c2ccco2)CC1 (stereo not given)	0%	-11%	/	6	-6%	6	9%	i	-16%
COc1ccc(CCNC(=O)CN(C)S(=O)(=O)c2cccc3nsnc23)cc1OC	0%	4%	9%	2	-8%	16	2%	i	-2%
CCN(CC)C(=O)CSc1nnc(CCCCCNC(=O)OC(C)(C)C)o1	5%	-10%	/	3	31%	6	8%	i	-11%
Cc1cc(N)n2ncc(-c3cccc(Br)c3)c2n1	1%	40%	3%	10	0%	11	11%	/	44%
CN1CCN(S(=O)(=O)c2ccc(NC(=O)c3cccc(S(=O)(=O)N4CCCC4)c3)cc2)CC1	5%	-24%	4%	3	-4%	17	0%	i	-54%
CC(=O)Nc1ccc2c(c1)CCC2=O	-5%	-17%	8%	3	/	1	2%	i	-18%
CCCCOc1cccc(OCCCC)c1C(=O)Nc1cc(C)on1	-3%	/	7%	9	/	8	14%	i	/
CC1(C)CC(NC(=O)CCC2CCCC2)CC(C)(C)N1	-5%	-8%	/	7	1%	0	8%	i	1%
C=CCOC(=O)C(C#N)c1nc2ccccc2nc1N1CCN(Cc2ccccc2)CC1 (stereo not given)	-12%	-3%	3%	3	-4%	13	13%	i	1%	PMK inhibit pilot replicates=1.5;MK inhibit pilot replicates=0.0;DPM-DC inhibit pilot screen %=4.0
CC1=C(C(=O)N2CCCCCC2)C2(CCC(C)CC2)OC1=O (stereo not given)	-11%	-28%	/	4	0%	6	4%	i	-19%
Cn1c(CSc2ncccn2)nnc1SCC(=O)N1CCCc2ccccc21	-6%	-15%	-1%	1	-1%	3	1%	i	-14%
CCn1c(=O)c2cc(C(=O)N3CCN(C(=O)c4ccco4)CC3)sc2c2ccccc21	5%	7%	13%	0	5%	6	3%	/	7%
O=S(=O)(c1ccc(F)cc1)N1CCC(O)(c2ccc3c(c2)OCO3)CC1	-6%	-5%	3%	4	-23%	14	8%	i	-5%
Cc1ccc(C(=O)NCCCN2CCOCC2)cc1N1CCCC1=O	-1%	-11%	/	0	3%	11	0%	i	-4%
Cc1ccc2nc(-c3ccc(S(=O)(=O)N4CCOCC4)cc3)cn2c1	2%	2%	-2%	9	3%	6	11%	/	5%	PMK inhibit pilot replicates=5.5;MK inhibit pilot replicates=2.0
CC(C)OCCCNC(=O)c1sc(=S)n(C)c1N	11%	6%	/	11	-9%	15	8%	i	7%

At a glance, twelve of the compounds above:
SMILES	Bfl-1 displacement	HPDE-C7 viability	LYP phosphatase	MK inhibit	HT1080 viability	PMK inhibit	Alkaline phosphatase	DPM-DC inhibit	HPDE-C7K KRASV12	others
COc1ccc(N2CCN(S(=O)(=O)/C=C/c3ccccc3)CC2)cc1	-1%	-7%	/	8	0%	8	1%	i	-12%
C=CCn1c(C#N)c(N)sc1=N	-6%	3%	/	8	2%	12	6%	i	-9%
CCC(=O)Nc1sc2c(c1C#N)CC(C)(C)NC2(C)C	0%	-4%	-1%	6	16%	0	8%	i	-10%
COc1ccc(-n2c(SC3CCOC3=O)nc3ccccc32)cc1 (stereo not given)	-1%	-4%	-3%	4	3%	10	8%	i	-2%
Cc1ccc(-n2ncc3c(N4CCCC4)ncnc32)c(C)c1	-2%	-2%	0%	2	-5%	2	8%	i	1%
COc1ccc(-c2nnc(SCCC(=O)O)n2-c2ccccc2)cc1	-2%	-17%	-5%	8	-3%	6	15%	i	-21%	PMK inhibit pilot replicates=0.0;MK inhibit pilot replicates=0.0;DPM-DC inhibit pilot screen %=0.0
CCC(c1nnnn1CCOC)N1CCN(C(=O)c2ccco2)CC1 (stereo not given)	0%	-11%	/	6	-6%	6	9%	i	-16%
COc1ccc(CCNC(=O)CN(C)S(=O)(=O)c2cccc3nsnc23)cc1OC	0%	4%	9%	2	-8%	16	2%	i	-2%
CCN(CC)C(=O)CSc1nnc(CCCCCNC(=O)OC(C)(C)C)o1	5%	-10%	/	3	31%	6	8%	i	-11%
Cc1cc(N)n2ncc(-c3cccc(Br)c3)c2n1	1%	40%	3%	10	0%	11	11%	/	44%
CN1CCN(S(=O)(=O)c2ccc(NC(=O)c3cccc(S(=O)(=O)N4CCCC4)c3)cc2)CC1	5%	-24%	4%	3	-4%	17	0%	i	-54%
CC(=O)Nc1ccc2c(c1)CCC2=O	-5%	-17%	8%	3	/	1	2%	i	-18%

Next section:
SMILES	Bfl-1 displacement	HPDE-C7 viability	LYP phosphatase	MK inhibit	HT1080 viability	PMK inhibit	Alkaline phosphatase	DPM-DC inhibit	HPDE-C7K KRASV12	others
COc1ccc(S(C)(=O)=O)cc1S(C)(=O)=O	-1%	-5%	5%	8	-2%	12	16%	i	-11%
OC(CN1CCN(c2ccccc2)CC1)c1ccc2c(c1)CCN2 (stereo not given)	-3%	-2%	7%	3	0%	0	11%	i	12%	PMK inhibit pilot replicates=2.5;MK inhibit pilot replicates=0.5;DPM-DC inhibit pilot screen %=0.0
CC1CCc2nc3ccc(S(=O)(=O)N4CCC(C(=O)NC5CCCC5)CC4)cc3c(C(=O)O)c2C1 (stereo not given)	2%	-7%	-6%	0	0%	4	3%	i	4%
CCCCOC(=O)n1c(SCC(=O)N(C)C)nc2ccccc21	-7%	-10%	12%	3	7%	0	7%	i	-21%
O=C(c1ccncc1)c1nccn1-c1ccccn1	3%	5%	/	16	3%	1	5%	i	4%
O=C1C2C3C=CC(C3)C2C(=O)N1c1ccncc1 (stereo not given)	6%	1%	3%	4	0%	1	2%	i	8%
COc1cc(C(=O)NCCC(=O)NCCN2CCOCC2)cc(OC)c1OC	-1%	-13%	2%	0	11%	17	7%	i	0%
Cc1ccc(C(C(=O)NC2CCCCC2)N(C(=O)c2csnn2)C2CCCC2)o1 (stereo not given)	0%	-14%	11%	3	-3%	18	17%	i	3%	PMK inhibit pilot replicates=0.5;MK inhibit pilot replicates=0.0;DPM-DC inhibit pilot screen %=0.0
CCOc1cccc(OCCCNCCCOC)c1	-8%	6%	/	40*	3%	0	3%	i	10%
CC(=O)Nc1cccc(NC(=O)C2CCCN2C(=O)Nc2cccc(F)c2)c1 (stereo not given)	-6%	-12%	16%	4	3%	8	4%	i	-21%
O=c1[nH]c(=O)n(C2CCCO2)cc1Br (stereo not given)	-12%	-3%	-7%	0	3%	6	5%	i	-1%
Cc1ccc(S(=O)(=O)/N=C(\CN2CCCCC2)N2CCOCC2)cc1	-8%	-23%	17%	7	0%	8	17%	i	-30%
[O-][N+]12CC[N+]([O-])(CC1)c1ccccc12	2%	-8%	6%	1	1%	13	3%	i	-6%
Cc1ccc2cc(CN(CC(C)C)C(=O)C3CCCO3)c(=O)[nH]c2c1 (stereo not given)	1%	-8%	14%	3	2%	3	10%	i	3%	PMK inhibit pilot replicates=2.5;MK inhibit pilot replicates=8.0;DPM-DC inhibit pilot screen %=3.0
Cn1nc(-c2ccc(Cl)cc2)c2cc(C(=O)NCCCN3CCOCC3)sc21	2%	8%	13%	6	0%	10	2%	/	9%
CCOc1ccc(C2C(C#N)=C(N)Oc3cc(C)n(Cc4ccco4)c(=O)c32)cc1OC (stereo not given)	-11%	0%	30%	4	19%	10	11%	i	-6%	PMK inhibit pilot replicates=1.0;MK inhibit pilot replicates=0.0;DPM-DC inhibit pilot screen %=0.0
Cc1cc(C)c2cc3c(ccn3C3OC[C@H](O)[C@H](O)[C@H]3O)cc2n1 (stereo not given in full)	40%	-3%	3%	11	6%	2	13%	i	-10%	PMK inhibit pilot replicates=0.5;MK inhibit pilot replicates=2.0;DPM-DC inhibit pilot screen %=3.5
Cc1nn(C)cc1CN(C)C(=O)c1cc2nc(-c3ccco3)cc(C(F)(F)F)n2n1	11%	-2%	/	3	-8%	0	4%	i	0%
COC(=O)CCCCCNc1ccc(C(=O)OC)cc1N	-26%	-12%	3%	0	10%	2	17%	i	4%	PMK inhibit pilot replicates=5.0;MK inhibit pilot replicates=5.5;DPM-DC inhibit pilot screen %=3.5
COCCCNCCOc1cc(C(C)C)ccc1C	-10%	0%	13%	9	-1%	9	6%	i	1%
Cc1onc(-c2ccccc2Cl)c1C(=O)Nc1cnn(Cc2ccccc2)c1	-2%	-9%	-5%	10	3%	2	7%	i	0%	PMK inhibit pilot replicates=0.0;MK inhibit pilot replicates=0.0;DPM-DC inhibit pilot screen %=0.0
NS(=O)(=O)c1ccc(NC(=O)CSc2ccccn2)cc1	0%	4%	/	9	6%	5	6%	i	1%
NC(=O)CN1CCOCCN(CC(N)=O)CCOCC1	-1%	3%	3%	4	8%	1	-3%	i	5%
CCOc1ccc(C2C(=O)N(C3CCCCC3)CC(=O)N2CC2CCCO2)cc1OC (stereo not given)	-10%	-2%	11%	0	6%	15	6%	i	1%
Cc1ccc(C(C)n2cc(C(=O)NCCN3CCN(C)CC3)nn2)cc1 (stereo not given)	-1%	-16%	3%	13	6%	10	6%	i	-11%	PMK inhibit pilot replicates=2.0;MK inhibit pilot replicates=0.0;DPM-DC inhibit pilot screen %=1.5
CCOC(=O)c1cnc(SCC(=O)c2ccc3c(c2)OCCO3)nc1N	0%	-13%	8%	4	8%	4	5%	i	-3%
COC(=O)c1c(-c2ccc(C)cc2)csc1N	3%	5%	-7%	1	2%	1	12%	i	0%
